# Bioassay records: PubChem, The Scripps Research Institute Molecular Screening Center
# TEAD-YAP inh: TEAD-YAP interaction inhibition, primary screen, TEAD-YAP interaction inhibitor project, luminescence, HEK-TIYL cells; inhibition, % at 9.12 µM; TEAD-Gal4/YAP UAS-luciferase luminescence; 1.4% of 640,000 active; AID 1259422, 2018; in the data active = inhibition above about 32%;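 note: 0% = median of test compound wells and 100% = reference inhibitor wells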
# MITF primary: MITF inhibitors, primary screen, biochemical, AlphaScreen, human; AlphaScreen MITF homodimerization, bead proximity signal; inhibition, % at 2.6 µM; 0.91% of 650,000 active; in the data active = inhibition above about 50%;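 note: 0% = vehicle wells with protein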
# Target sequence (O75030 whole entry, looked up): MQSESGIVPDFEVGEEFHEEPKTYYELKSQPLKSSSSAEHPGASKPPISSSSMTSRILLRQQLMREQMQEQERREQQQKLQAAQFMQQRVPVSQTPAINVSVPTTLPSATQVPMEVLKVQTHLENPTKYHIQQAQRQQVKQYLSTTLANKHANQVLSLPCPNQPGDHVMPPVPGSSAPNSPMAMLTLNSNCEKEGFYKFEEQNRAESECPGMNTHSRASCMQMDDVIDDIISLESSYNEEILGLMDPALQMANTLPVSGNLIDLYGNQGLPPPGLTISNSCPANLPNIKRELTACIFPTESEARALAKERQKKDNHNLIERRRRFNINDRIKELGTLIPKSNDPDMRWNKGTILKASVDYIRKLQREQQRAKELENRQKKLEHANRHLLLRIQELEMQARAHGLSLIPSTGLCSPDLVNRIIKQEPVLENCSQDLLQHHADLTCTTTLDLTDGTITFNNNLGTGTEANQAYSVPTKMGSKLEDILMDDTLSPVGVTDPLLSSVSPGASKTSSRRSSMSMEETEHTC
# GPR151 ag: activators of human GPR151, primary screen, cell-based, PathHunter beta-arrestin, luminescence; G-protein coupled receptor 151 (Homo sapiens), Q8TDV0; 1% of 650,000 active; AID 1508602, 2020; activation, % at 11.2 µM; PathHunter beta-arrestin GPR151 cells; in the data active = activation above about 4.9%;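 note: 0% = median of compound wells and 100% = cells with positive control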
# Target sequence (Q8TDV0 whole entry, looked up): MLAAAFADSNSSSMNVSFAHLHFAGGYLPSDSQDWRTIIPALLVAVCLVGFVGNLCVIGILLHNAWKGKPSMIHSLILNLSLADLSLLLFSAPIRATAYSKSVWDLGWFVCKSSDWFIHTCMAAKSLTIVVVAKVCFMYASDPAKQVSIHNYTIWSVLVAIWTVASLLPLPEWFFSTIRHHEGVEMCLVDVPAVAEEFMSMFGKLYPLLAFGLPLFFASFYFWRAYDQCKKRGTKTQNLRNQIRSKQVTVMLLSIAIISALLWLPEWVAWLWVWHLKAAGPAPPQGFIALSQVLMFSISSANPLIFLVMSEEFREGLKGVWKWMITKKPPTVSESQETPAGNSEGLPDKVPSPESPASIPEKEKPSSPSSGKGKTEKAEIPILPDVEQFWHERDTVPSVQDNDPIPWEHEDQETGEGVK
# FBW7 activator: FBW7 E3 ligase activators, primary screen, biochemical, AlphaScreen, human; F-box/WD repeat-containing protein 7 (Homo sapiens), Q969H0; AlphaScreen FBW7–phospho-cyclin E peptide binding, activator screen; normalized activity (activation), % at 26.1 µM; 0.13% of 650,000 active; AID 1259310, 2017; in the data active = normalized activity above about 1.9%;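 note: purified mutant Fbw7 with reduced substrate affinity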
# * = called active by the depositor.
SMILES,TEAD-YAP inh,MITF primary,GPR151 ag,FBW7 activator
O=C(Nc1c2c(nn1-c1ccc(F)cc1)CS(=O)(=O)C2)c1cc(Cl)ccc1[N+](=O)[O-],5,3,0.4,0.2
COCCn1nnnc1CN1CCN(c2cc(Cl)ccc2C)CC1,1,-3,-0.9,-0.1
N#Cc1c(NC(=O)COc2ccccc2Br)sc2c1CCC2,-9,5,1.0,-0.2
Cc1nc(N2CCN(c3ccccc3)CC2)c2cc(C)sc2n1,9,3,1.0,0.1
O=C1Nc2ccc(Cl)cc2/C1=c1/sc2n(c1=O)CN(c1cccc(F)c1)CN=2,2,3,-1.6,-0.1
O=C(Nc1cc(S(=O)(=O)c2ccc(Cl)cc2)ccc1Cl)c1cc(Cl)cc(I)c1O,1,-4,2.5,0.3
c1ccc(OCCNc2cc(Oc3ccccc3)ncn2)cc1,7,2,-0.7,0.0
CCOP(=O)(O)COc1ccc([N+](=O)[O-])cc1,12,-5,0.6,0.1
CC(=O)NCCn1c(SCC(=O)NCC2CCCO2)nc2ccccc2c1=O (stereo not drawn),-1,-6,-1.8,0.4
CC(C)N(Cc1nc(-c2ccccc2)no1)C(=O)c1cccc([N+](=O)[O-])c1,-11,3,0.4,0.0
CCOC(=O)c1c(NC(=O)c2cc3n(n2)C(C(F)(F)F)CC(c2ccc(C)cc2)N3)sc2c1CCCC2 (stereo not drawn),13,-1,2.8,-0.3
CC(=O)NN1C(=O)c2ccccc2NC12CCCCC2,-2,15,0.7,0.4
COc1cccc(-c2nc3ccccc3c(=O)n2NC(=O)c2cc(-c3ccncc3)nc3ccccc23)c1,4,2,1.9,0.1
O=C1NCS/C1=C/c1ccccc1O,-1,-9,2.0,0.0
Nc1c(S(=O)(=O)O)ccc2c1C(=O)c1ccccc1C2=O,-3,13,-2.8,0.6
CC(C)C(NS(=O)(=O)c1ccc2c(c1)oc(=O)n2C)C(=O)N1CCCCC1 (stereo not drawn),-7,8,0.1,0.0
CC(C)NC(=O)[C@@H]1C[C@@H](NCc2ccc(F)c(F)c2)CN1C(C)C,1,-4,1.0,0.5
CN(CC(=O)Nc1cccc(I)c1)C1CCCCC1,-2,16,-1.3,0.4
Cc1cccc(-n2c(N)cc(=O)[nH]c2=O)c1,8,11,-0.4,0.1
CCSc1nnc2c(n1)OC(c1cccc(OC)c1OCC(=O)O)Nc1ccccc1-2 (stereo not drawn),-34,3,1.7,0.0
CN(CCc1ccccn1)Cc1ccc(C(=O)NCC2CCCO2)c(=O)[nH]1 (stereo not drawn),1,10,-0.2,0.0
CCCC(=O)N(c1ccc2oc(C)c(C(C)=O)c2c1)S(=O)(=O)c1ccc(CC)cc1,5,1,-0.5,0.4
CCS(=O)(=O)N1CCN(c2ccc([N+](=O)[O-])c(N3CCc4ccccc4C3)c2)CC1,8,2,-0.4,-0.1
O=c1[nH]c2ccc(Cl)cc2[nH]1,-7,9,0.3,-0.1
CN1CCN(c2c(CN3CCCCC3)c(=O)oc3ccccc23)CC1,7,6,-1.2,0.2
CC1CCCC(NC(=O)C2CCCN2S(=O)(=O)c2cccc3nsnc23)C1C (stereo not drawn),-2,-2,-0.2,-0.9
COc1ccc(C(=O)N[C@H](C(=O)NC(C)C)C(C)C)cc1,2,-5,-2.1,0.0
NC(=O)c1ccc(NC(=O)CSc2nc3ccccc3n2-c2ccccc2)cc1,4,-2,-1.5,0.6
c1ccc(CNc2nc(-c3ccccc3)[n+](-c3ccccc3)s2)cc1,-20,11,-0.4,0.2
CCCOC(=O)c1c(-c2ccccc2)nc(CC)c(C(=O)SCC)c1CCC,-9,-1,1.3,0.0
CC(C)(C)NS(=O)(=O)c1ccc(N2C(=O)CCC2=O)cc1,4,3,-0.3,-0.1
CCOC(=O)C1(CC2CCCCO2)CCN(C(=O)c2cc(C(C)C)no2)CC1 (stereo not drawn),2,1,-0.1,-0.1
CCOc1ccc(CN2CCNC(=O)C2CC(=O)NCc2cccc(F)c2)cc1 (stereo not drawn),-7,0,-1.1,-0.1
O=C(NCCOc1ccc(Cl)cc1)c1cccc(C(=O)NCCOc2ccc(Cl)cc2)c1,6,7,-0.3,-0.1
Cc1cccc(C(=O)Nc2ccc(Cl)c3ncsc23)c1,-55,14,-2.2,1.3
CCN(CC)S(=O)(=O)c1ccc(F)c(C(=O)NCCc2ccccc2)c1,-44,-9,0.4,0.1
CC(C)CCOc1cccc(C(=O)Nc2ccc(-c3nc4ncccc4o3)cc2)c1,11,-5,0.3,0.0
CCN1CCN(C(=O)/C=C/c2cccc([N+](=O)[O-])c2)CC1,-11,-6,-0.6,-0.2
Cc1ccc(NC(=O)C(=O)NCCN2CCN(S(=O)(=O)c3ccccc3)CC2)cc1C,6,-3,-0.5,0.0
Nc1ccc(-c2nc3cc(N)c(Cl)cc3[nH]2)cc1,-36,5,-1.0,0.0
CC1=C(C#N)C(NC(=O)CC(C)C)(C(F)(F)F)C(=O)N1 (stereo not drawn),-4,3,0.0,0.0
Cc1nn(C)c(C)c1-c1nccc(Nc2ccc(Oc3ccccc3)cc2)n1,-26,18,-0.3,0.3
Cc1ccc(S(=O)(=O)Nc2ccc3c(c2)c2c(n3S(=O)(=O)c3ccc(C)cc3)CCCC2=O)cc1,13,8,0.0,-0.1
Fc1ccccc1-c1cccc2ccc(N3CCN(c4ncccn4)CC3)nc12,2,1,-1.0,0.2
COc1ccccc1-c1cc(C(=O)N2CC3(C)CC2CC(C)(C)C3)no1 (stereo not drawn),14,14,-0.6,0.1
Cc1onc(-c2ccccc2)c1CNC(=O)CCC(=O)O,-9,-4,0.8,-0.1
CC1=C(C(=O)OC(C)C)C(c2ccc(Cl)cc2Cl)C2=C(CCCC2=O)N1 (stereo not drawn),8,-2,0.8,0.0
CCc1ccc(OCC(=O)Nc2cc(C)on2)cc1,-51,4,-0.9,0.3
O=C(Nc1ccc(-c2ccc(N3CCCCC3)nn2)cc1)c1ccccn1,-4,2,0.5,0.3
COc1ccc(C2=NN(C(=O)CCCC(=O)O)C(c3ccccc3)C2)cc1OC (stereo not drawn),-5,-1,1.8,-0.1
CCCCNC(=O)c1cccc(NS(=O)(=O)c2ccc(Cl)cc2)c1,8,4,-1.4,0.4
COc1nc(Nc2ccccn2)nc(NC2CC2)n1,-10,18,-1.7,0.3
COc1ccc(-c2noc(-c3nnn(-c4ccc(C(C)C)cc4)c3N)n2)cc1,-8,12,-0.5,0.8
Cc1csc2nc(-c3cccc(NC(=O)c4ccc(F)cc4)c3)cn12,-15,3,1.0,0.1
O=C1OC(/C=C/c2ccc(Cl)cc2Cl)=NC/1=C\c1ccc(Br)cc1,-22,-12,-0.8,-0.1
COc1cccc(OC)c1NC(=O)CN1CCC(NC(=O)c2cccc(F)c2)CC1,5,1,0.5,-0.1
Cc1cccc(OCC(=O)N/N=C/c2ccc([N+](=O)[O-])c(O)c2)c1,-10,5,-0.4,0.0
COc1ccc(C2CC(c3c(-c4ccccc4)c4cc(Br)ccc4[nH]c3=O)=NN2C(=O)c2ccc(C)cc2)cc1 (stereo not drawn),1,2,-0.4,-0.1
CCOC(=O)c1c(NC(=O)C(C)Sc2cn(C)c3ccccc23)sc2c1CCCCC2 (stereo not drawn),4,6,2.9,-0.1
Cc1cc(=O)[nH]c(-n2[nH]c3c(c2=O)CCCC3)n1,4,26,-2.8,-0.3
# (listing goes on)
SMILES,TEAD-YAP inh,MITF primary,GPR151 ag,FBW7 activator
CCN(CC)c1nc(NCc2ccccc2)nc(Nc2ccc(N3CCOCC3)cc2)n1,-17,-12,1.3,0.0
C=C(C)Cn1c(SCC(=O)N/N=C/c2cccc(O)c2)nc2ccccc2c1=O,8,-2,0.5,0.0
Cc1nnc(SCC(=O)Nc2ncc3c(n2)CCCC3=O)s1,-9,-1,-1.0,-0.1
CCC(Sc1ncnc2c1c(-c1ccccc1)cn2-c1cccc(F)c1)C(=O)OC (stereo not drawn),-7,20,1.4,0.0
COc1ccc(N2C(N)=C(C#N)C(c3ccc(N(C)C)cc3)C3=C2CC(C)(C)CC3=O)cc1 (stereo not drawn),-4,-2,1.1,-0.3
OCCNc1ncnc2nc(Nc3nccc4ccccc34)[nH]c12,-7,11,0.5,-0.1
CC(C)c1ccc(CN[C@H]2C[C@H]3C(=O)N[C@H](Cc4ccccc4)C(=O)N3C2)cc1,9,9,-1.3,0.0
COc1ccc(NC(=O)c2ccccc2NC(=O)C(Cl)Cl)cc1,-29,-4,-0.7,-0.1
COc1cc(-c2nc3sc4c(c3c(=O)[nH]2)CCCC4)ccc1OCc1ccc(Cl)c(Cl)c1,-9,6,0.2,0.0
O=C1NC(=Nc2ccccc2Cl)S/C1=C\c1ccc(-c2ccc(Cl)cc2)o1,-2,-12,0.9,-0.1
COc1ccc(/C=C(/NC(=O)c2ccccc2)C(=O)Nc2ccc(C)cc2)cc1,11,16,0.1,0.0
COc1ccccc1NC(=O)C1CC1(c1ccc(C)cc1)c1ccc(C)cc1 (stereo not drawn),0,2,0.6,-0.1
Cc1ccccc1NS(=O)(=O)c1ccc2c(c1)C(C)(C)C(=O)N2C,-2,-3,2.1,0.2
Cn1c(=O)c2c(nc(N3CCCCC3)n2Cc2c(Cl)cccc2Cl)n(C)c1=O,-7,12,0.2,0.1
COc1ccc(-c2nc3ccc(C(=O)NC4CCCC4)cc3nc2-c2ccc(OC)cc2)cc1,6,-19,1.9,-0.1
C=CCNS(=O)(=O)c1ccc(OC)c(Br)c1,-1,-13,-0.3,0.0
Cc1c(C2c3ccccc3Sc3ccccc32)c(=O)n(-c2ccccc2)n1C,6,17,-1.2,0.1
CCN(CC)c1ccc(/C=C(/C#N)C(=O)Nc2ccc(O)cc2)cc1,40*,17,-0.3,-0.1
COCCNC(=O)CN(c1cccc(Cl)c1)S(C)(=O)=O,1,0,0.0,-0.2
CC(=O)N(c1ccc(C2CCCCC2)cc1)c1nc(C)cc(C)c1C#N,0,2,1.4,-0.3
CCc1ccc(N2CC(c3nc4ccccc4[nH]3)CC2=O)cc1 (stereo not drawn),13,-6,0.6,0.0
Cn1c(=O)cc(SCC(=O)NC2CCN(Cc3ccccc3)CC2)c2ccccc21,-7,-10,1.6,-0.2
COc1ccc(N2c3cccc[n+]3CC2(O)Cc2ccc(Cl)cc2)cc1 (stereo not drawn),-8,-2,-0.1,-0.2
CC(C)=CC(=O)Nc1ccccc1Br,-12,11,-0.7,0.2
NC(=O)c1cc(C(N)=O)c(C(N)=O)cc1C(N)=O,-4,4,0.5,0.4
COc1ccc(OC)c(CN2CCOc3ccc(CN4CCC(O)CC4)cc3C2)c1,-9,-1,-0.7,0.0
Cc1c(Cl)cccc1Nc1nc(N)nc(CN2CCN(c3ccccc3)CC2)n1,-2,26,-0.4,0.1
Cc1nn(C)c(-c2n[nH]c(=S)n2-c2ccc(CC(=O)O)cc2)c1Br,12,14,1.6,-0.3
COc1ccc(Cl)cc1S(=O)(=O)N1CCCC(C)C1 (stereo not drawn),-8,4,-0.8,-0.1
CCCC(=O)Nc1ccc(-c2csc(N)n2)cc1,-19,4,0.1,0.2
O=c1c2ncccc2n(Cc2cccc3ccccc23)c(=O)n1Cc1ccccn1,0,18,-1.2,0.3
Cc1ccn2cc(C(=O)Nc3cccc(F)c3)nc2c1,58*,22,-4.7,0.1

# An excerpt from above in order of SMILES length, lowest first.
SMILES,TEAD-YAP inh,MITF primary,GPR151 ag,FBW7 activator
CC(C)=CC(=O)Nc1ccccc1Br,-12,11,-0.7,0.2
Nc1ccc(-c2nc3cc(N)c(Cl)cc3[nH]2)cc1,-36,5,-1.0,0.0
OCCNc1ncnc2nc(Nc3nccc4ccccc34)[nH]c12,-7,11,0.5,-0.1
CCc1ccc(N2CC(c3nc4ccccc4[nH]3)CC2=O)cc1 (stereo not drawn),13,-6,0.6,0.0
COc1ccc(C(=O)N[C@H](C(=O)NC(C)C)C(C)C)cc1,2,-5,-2.1,0.0
CCCCNC(=O)c1cccc(NS(=O)(=O)c2ccc(Cl)cc2)c1,8,4,-1.4,0.4
CC(=O)NCCn1c(SCC(=O)NCC2CCCO2)nc2ccccc2c1=O (stereo not drawn),-1,-6,-1.8,0.4
c1ccc(CNc2nc(-c3ccccc3)[n+](-c3ccccc3)s2)cc1,-20,11,-0.4,0.2
COc1ccccc1NC(=O)C1CC1(c1ccc(C)cc1)c1ccc(C)cc1 (stereo not drawn),0,2,0.6,-0.1
COc1ccccc1-c1cc(C(=O)N2CC3(C)CC2CC(C)(C)C3)no1 (stereo not drawn),14,14,-0.6,0.1
Cn1c(=O)cc(SCC(=O)NC2CCN(Cc3ccccc3)CC2)c2ccccc21,-7,-10,1.6,-0.2
CCC(Sc1ncnc2c1c(-c1ccccc1)cn2-c1cccc(F)c1)C(=O)OC (stereo not drawn),-7,20,1.4,0.0
CCOC(=O)c1c(NC(=O)C(C)Sc2cn(C)c3ccccc23)sc2c1CCCCC2 (stereo not drawn),4,6,2.9,-0.1
CC(C)N(Cc1nc(-c2ccccc2)no1)C(=O)c1cccc([N+](=O)[O-])c1,-11,3,0.4,0.0
O=C(Nc1cc(S(=O)(=O)c2ccc(Cl)cc2)ccc1Cl)c1cc(Cl)cc(I)c1O,1,-4,2.5,0.3
CCS(=O)(=O)N1CCN(c2ccc([N+](=O)[O-])c(N3CCc4ccccc4C3)c2)CC1,8,2,-0.4,-0.1
CC(C)c1ccc(CN[C@H]2C[C@H]3C(=O)N[C@H](Cc4ccccc4)C(=O)N3C2)cc1,9,9,-1.3,0.0

# Rows are unselected; 3.5% or so of the library scored in one or more.
